Tb PFK inh = inhibitors of T. brucei phosphofructokinase | O15648 | T. brucei PFK, ADP-Glo luminescence | Potency, µM (series often up to 57.5 µM), for the others: top-dose activity, negative = inhibition, actives largely listed as inhibitors | actives 0.17% (n = 330,000);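 also: potency is read from the fitted curve at half-maximal effect; 0% = uninhibited 1x PFK enzyme wells and -100% = no-enzyme wells; nearly all actives have a fitted effect of over 60% in size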
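PFK 1.25 nM, F6P 0.5 mM, ATP 0.1 mM, 0.1 M TEA pH 8.0, 5 mM MgCl2, 0.01% Tween20, 0.1% BSA; 45 min RT. ADP-Glo readout. qHTS titration up to 57 uM; curves fitted, compounds curve-classed.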
a7 integrin act = activators of alpha7 integrin expression for muscular dystrophy; alpha7betagal myoblasts, beta-gal FDG fluorescence, 48 h; Potency, µM (titrated, usually from 38.3 µM), for the others: top-dose activation, most hits filed as activators; actives 0.064% (n = 350,000);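 also: potency is read from the fitted curve at half-maximal effect; 100% = response of the positive control SU9516; nearly all actives have a fitted effect of over 60% in size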
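Alpha7betagal+/- myoblasts (passage 13) were plated 16-24 hr, then exposed to compounds (1:260 dilution of DMSO stock) for 48 hours at 37C. After MPER lysis, β-galactosidase reporter activity was read as FDG fluorescence (ex 480/em 540) after 30 minutes.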
TCR activator = T cell receptor activation; primary human leukocytes, anti-CD3, IL-2 HTRF, 48 h; Potency, µM (highest dose often 9.22 µM), for the others: top-dose activation of IL-2 secretion, most hits filed as activators; 330,000 tested, under 10 active; AID 504894; also: % of control where 0% means no effect
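IL-2 release read by HTRF sandwich (Eu cryptate donor, d2 acceptor, 665 nm emission) after 48 hr exposure of primary human leukocytes to compound together with anti-CD3 beads in the absence of co-stimulatory signals.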
Eya2 inh = Eya2 (human) phosphatase inhibition; O00167; recombinant Eya2, OMFP fluorescence dephosphorylation (OMFP is methylfluorescein phosphate); Potency, µM (titrated, usually from 76.9 µM), for the others: top-dose activity, negative = inhibition, hits mostly inhibitors; actives 0.006% (n = 330,000); also: potency is read from the fitted curve at half-maximal effect; % is scaled to controls: 0 for no effect and ±100 for the full control effect
Target sequence (O00167 whole entry, looked up): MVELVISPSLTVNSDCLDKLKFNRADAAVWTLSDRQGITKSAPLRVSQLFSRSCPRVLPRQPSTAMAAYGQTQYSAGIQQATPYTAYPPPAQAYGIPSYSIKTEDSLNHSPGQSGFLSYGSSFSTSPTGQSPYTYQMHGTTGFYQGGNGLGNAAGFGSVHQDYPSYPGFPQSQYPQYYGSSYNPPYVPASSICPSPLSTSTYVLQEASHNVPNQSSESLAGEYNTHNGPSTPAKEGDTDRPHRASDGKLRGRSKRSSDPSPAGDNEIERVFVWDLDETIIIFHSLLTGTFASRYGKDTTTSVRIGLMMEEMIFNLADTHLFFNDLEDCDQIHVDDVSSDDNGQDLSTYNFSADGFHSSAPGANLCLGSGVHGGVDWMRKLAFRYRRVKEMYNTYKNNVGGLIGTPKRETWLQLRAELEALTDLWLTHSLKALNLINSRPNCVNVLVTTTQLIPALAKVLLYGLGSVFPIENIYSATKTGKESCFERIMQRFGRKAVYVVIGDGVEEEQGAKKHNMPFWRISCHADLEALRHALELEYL
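Eya2 (0.2 uM) preincubated 10 min at ambient with compound, then OMFP substrate added at 50 uM; 10 min reaction in 50 mM HEPES pH 7.5, 50 mM NaCl, 5 uM MgCl2, 0.05% BSA, 1 mM DTT. Fluorescence read at Ex 485/Em 525 nm.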
A-T KAP1 phos = potential ataxia-telangiectasia treatment | […] A-T fibroblasts, KAP-1 phosphorylation AlphaLISA; neocarzinostatin DNA damage 30 min before lysis | Potency, µM (series often up to 57.5 µM), inactives show at the top dose activation, hits mostly activators | actives 0.19% (n = 320,000) | AID 485349; also: potency is read from the fitted curve at half-maximal effect; % of control where 0% means no effect; nearly all actives have a fitted effect of over 45% in size
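hTERT-immortalized A-T patient fibroblasts ([…]), 500 cells/well in OPTI-MEM, 1% FBS, got compounds for 60 min, then NCS for 30 min at 37C. Lysates were then assayed for phospho-KAP-1 by AlphaLISA (anti-pKAP1 donor, anti-KAP1 acceptor beads), 6 hr at 25C.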
Chronic BCR inh = blocks chronic active B-cell receptor signaling. ABC-DLBCL IkBa-CBG/CBR reporter, luminescence ratio, 4 h. Potency, µM (highest dose often 46.1 µM), for the others: at the top dose ratio change, negative = lower green/red ratio, actives largely listed as inhibitors. actives 0.05% (n = 340,000). AID 493014; active = well fitted inhibition curve with a large enough effect in the signal ratio, with a control signal flat, not every such curve was filed as active; inconclusive = small, poorly fitted or top-dose-only effect, or effect the other way, or a change in a side signal; the % refers to the signal ratio;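 also: potency is read from the fitted curve at half-maximal effect; plate controls were basal doxycycline-induced cells for no effect and cells given 10 µM MG132 for full effect; MG132 reads +100%, hits lower the ratio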
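Compounds up to 46 uM were incubated four hours with TMD8 cells whose green CBG68 luciferase is fused to IkappaBalpha; red CBR luminescence normalised the signal, and concentration-effect curves were fitted to fusion, red and ratio data.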
PTAP TSG101 blk = blocks PTAP/TSG101 interaction to inhibit HIV-1 budding; Q99816; Potency, µM (series often up to 115 µM), without a hit: at the highest dose activity change, negative = inhibition, most hits filed as inhibitors; 340,000 tested, under 10 active; AID 493005; Fluorescence polarization, FITC-PTAP peptide / Tsg101 binding; active = well fitted inhibition curve with a large enough effect in the main read-out, with a control signal flat, not every such curve was filed as active; inconclusive = small, poorly fitted or top-dose-only effect, or effect the other way, or a change in a side signal; inactive = no such curve, though single readings can be large or run the other way; also: potency is read from the fitted curve at half-maximal effect; % of control where 0% means no effect
Target sequence (Q99816 whole entry, looked up): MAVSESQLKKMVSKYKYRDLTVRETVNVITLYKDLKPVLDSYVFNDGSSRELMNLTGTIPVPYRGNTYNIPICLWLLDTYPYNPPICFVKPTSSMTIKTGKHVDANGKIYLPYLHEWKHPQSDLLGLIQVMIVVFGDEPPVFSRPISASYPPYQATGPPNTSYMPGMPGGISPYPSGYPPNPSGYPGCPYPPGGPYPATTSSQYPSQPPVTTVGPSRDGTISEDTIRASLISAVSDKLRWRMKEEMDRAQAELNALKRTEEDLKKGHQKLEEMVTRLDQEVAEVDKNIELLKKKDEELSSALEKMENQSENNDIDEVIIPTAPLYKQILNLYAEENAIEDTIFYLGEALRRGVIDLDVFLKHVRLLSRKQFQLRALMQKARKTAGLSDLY
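Compounds were pin-transferred onto Tsg101 binding domain (10 uM final) in HEPES pH 7.5 buffer, then FITC-PTAP peptide was added at 50 nM final. After 20 min at RT, polarization reported peptide displacement across a qHTS concentration series.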
TSHR antag = blocks TSH signaling through the human TSH receptor. P16473. actives 0.2% (n = 330,000). TSHR-expressing cells, TSH-stimulated cAMP HTRF, 2 h; active compounds read low. activity change, negative = inhibition, % at 11.5 µM. AID 504810;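 active = activity change below a set negative limit, meaning inhibition stronger than a set level, cut at about -70% in these data; inconclusive = activity change between two set negative limits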; also: % is scaled to controls: 0 for no effect and ±100 for the full control effect
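Inhibition of cAMP made by TSHR-expressing cells under TSH stimulation (4nM final, EC80; 2 h, 37 deg C) is quantified with a one-step lysis HTRF kit, anti-cAMP cryptate versus cAMP-d2.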
S-ASM inh = human S-ASM enzyme inhibition; AID 504937; P17405; Potency, µM (top dose mostly 57.5 µM), without a hit: at the top dose activity change, negative = inhibition, usual class: inhibitors; placental ASM, HMU-PC fluorogenic substrate, 60 min; actives 0.006% (n = 340,000); also: potency is read from the fitted curve at half-maximal effect
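Fluorescence read-out (Ex 386 nm, Em 447 nm) after stopping the reaction at pH 10. Enzyme: ASM from human placenta; substrate HMU-PC0, 9 uM final; 60 min, 37 °C. Compound preincubation 10 min, ambient temperature.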
ELG1 DNA repair = inhibitors of ELG1-dependent DNA repair in HEK293T cells; AID 504467; actives 2.3% (n = 330,000); HEK293T ELG1-luciferase reporter, luminescence, 16 h; DNA damage induced by 5-fluorouridine; Potency, µM (highest dose often 46.1 µM), for inactives: top-dose activity change, negative = inhibition, actives largely listed as inhibitors; also: potency is read from the fitted curve at half-maximal effect; % is scaled to controls: 0 for no effect and ±100 for the full control effect; nearly all actives have a fitted effect of over 55% in size
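Step one: seed 2,000 cells per well. Step two: pin-transfer compound or DMSO alongside 5-fluorouridine. Step three: incubate 16 hr, 37 °C, 5% CO2. Step four: add ONE-Glo, wait 30 min, read luminescence.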
Mito fusion yeast = inhibitors of mitochondrial division or activators of mitochondrial fusion | S. cerevisiae fusion-defective mutant growth rescue, CellTiterGlo 48 h | Potency, µM (doses to about 46.1 µM), inactives show at the highest dose growth rescue (activation), hits mostly activators | actives 0.23% (n = 320,000);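 also: potency is read from the fitted curve at half-maximal effect; % of control where 0% means no effect; nearly all actives have a fitted effect of over 45% in size; temperature-sensitive fusion mutants such as fzo1-1 at 37 °C on non-fermentable ethanol glycerol medium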
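S. cerevisiae fusion-defective temperature-sensitive mutants (e.g. fzo1-1, mgm1-5) grown 48 h at 37C in YPEG (ethanol/glycerol non-fermentable) medium with 23 nl compound per well; growth rescue read as CellTiterGlo luminescence.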
Active calls of the source: *; ? = inconclusive; . = not tested or not shown; [ ] = another dose, or the depositor's remark. Unless noted, calls follow the shape of the dose curve; as a rule, active = well fitted curve in the direction sought with a large enough effect; inconclusive = small, poorly fitted or top-dose-only effect, or another doubt; inactive = no such curve, though single readings can be large; an effect the other way counts as inactive or inconclusive.

Results follow in this order: Tb PFK inh	a7 integrin act	TCR activator	Eya2 inh	A-T KAP1 phos	Chronic BCR inh	PTAP TSG101 blk	TSHR antag	S-ASM inh	ELG1 DNA repair	Mito fusion yeast
[1] O=C(N/N=C/c1ccccc1F)C(=O)N1CCCCCC1
  -15%	-5%	0%	3%	8%	-1%	0%	9	0%	?	-4%
[2] O=C(N/N=C\c1cn[nH]c1-c1ccccc1)c1ccc([N+](=O)[O-])cc1
  -5%	-5%	-1%[46.1 µM]	5%	2%	-3%	-3%	5	4%	-16%	-7%
[3] CCOC(=O)CON1C(=O)C(=O)N(OCC(=O)OCC)[C@H]2CCCC[C@H]21
  3%	10%	5%	2%	0%	3%	-3%	-5	3%	-4%	1%
[4] COc1cccc2c(=O)c(SC(F)(F)C(F)C(F)(F)F)c(C)[nH]c12 (centres undefined)
  -4%	-17%	-3%	-7%	8%	3%	2%	11	-4%	1%	9%
[5] Cc1cccc(OCC(=O)Nc2c3c(nn2C(C)(C)C)CS(=O)(=O)C3)c1
  -3%	?	5%	0%	7%	1%	1%	-8	-1%	-2%	0%
[6] CCOC(=O)COn1c(=O)c(-c2ccco2)[n+]([O-])c2ccccc21
  6%	-8%	1%	-4%	-1%	?	-5%	-5	18%	5%	6%
[7] NCCCC[C@H]1CNC(=S)N1CCc1cc(C(F)(F)F)cc(C(F)(F)F)c1
  8%	-30%	0%	-12%	7%	1%	-8%	4	3%	0%	-4%
[8] COc1ccccc1CNC(=O)c1cc(-c2ccccc2)n(Cc2cc(C)no2)n1
  0%	27%	6%	-14%	13%	?	-2%	6	31%	-25%	9%
[9] COc1cccc(NC(=O)CSCC(=O)O)c1
  1%	13%	9%	-2%	-2%	-19%	1%	-12	4%	4%	-1%
[10] CCOC(=O)CSc1nnc(NC(=O)CN2CCN(C=O)CC2)s1
  -6%	17%	-18%	-4%	38%	?	0%	-1	8%	2%	-9%
[11] O=C(CSc1nnc(-c2ccccc2)c(-c2ccccc2)n1)N1CCc2ccccc21
  3%	-18%	-17%	-6%	-4%	10%	-9%	-8	-11%	-23%	21%
[12] CCN(C(=O)C12CC3CC(CC(C3)C1)C2)C1CCS(=O)(=O)C1 (centres undefined)
  -13%	28%	-1%	12%	4%	0%	0%	13	1%	0%	6%
[13] O=C(C1CCN(c2ncnc3c2nc2n3CCCCC2)CC1)N1CCN(c2ccccc2F)CC1
  -1%	-44%	-1%	?	-5%	0%	1%	-1	-1%	?	12%
[14] CNC(=O)c1c(NC(=O)c2cccc(N3C(=O)CCC3=O)c2)sc2c1CCCC2
  -1%	-3%	-1%	1%	4%	1%	-6%	-7	57%	?	1%
[15] Cc1cc([N+](=O)[O-])ccc1NC(=O)COc1nsnc1N1CCOCC1
  -3%	13%	2%	14%	-6%	0%	2%	-7	-5%	?	12%
[16] CCOC(=O)c1cc2c(C)nn(-c3ccccc3)c2s1
  1%	-32%	-8%[46.1 µM]	2%	3%	9%	-4%	-10	-11%	?	2%
[17] Cc1cnc(C(=O)Nc2ccccc2-c2nnn(CC(=O)NC3CCCC3)n2)cn1
  21%	0%	-1%	2%	3%	9%	0%	9	0%	13%	-3%
[18] CN(C)S(=O)(=O)c1cccc(COC(=O)CNC(=O)c2ccc(Br)o2)c1
  0%	13%	.	18%	1%	8%	1%	0	0%	0%	5%
[19] Cc1ccc(N(Cc2ccccc2)C(=O)c2cc(S(=O)(=O)N3CCOCC3)ccc2N2CCCC2)cc1
  0%	-9%	0%	-3%	0%	-1%	2%	10	-5%	-14%	-29%
[20] COc1cc(F)ccc1S(=O)(=O)N1CCN(Cc2ccccc2)CC1
  -6%	2%	.	12%	18%	1%	1%	-11	-1%	?	1%
[21] CCN(CC)C(=O)c1[nH]cnc1C(=O)Nc1cccc(Cl)c1
  0%	-24%	11%	8%	6%	?	-9%	-34	0%	0%	-4%
[22] O=C(CSc1nnc(-c2ccc(Cl)cc2)o1)N1CCN(c2ccccc2)CC1
  -2%	.	.	-8%	2%	10%	.	4	.	5%	-1%
[23] Cc1c(NC(=O)C(C)Sc2nnc(-c3ccccc3)o2)c(=O)n(-c2ccccc2)n1C (centres undefined)
  0%	?	4%	-2%	0%	1%	-5%	1	4%	6%	-4%
[24] COc1ccc(/C=N/n2cnnc2)cc1Br
  0%	14%	-7%	11%	-7%	-22%	-7%	0	3%	?	1%
[25] C/C(CC(=O)NC12CC3CC(CC(C3)C1)C2)=N\NC(=O)Cc1cccs1
  2%	13%	6%[46.1 µM]	-3%	7%	?	-1%	5	6%	-4%	-3%
[26] NNC(=O)c1nnn(-c2nonc2N)c1-c1cccs1
  0%	2%	-4%	-9%	-1%	?	-3%	-12	-5%	-4%	-2%
[27] NC(N)=N/N=C/c1ccc(OCc2ccc(Cl)cc2)cc1
  -8%	-11%	1%	-12%	6%	-14%	0%	6	-27%	?	-2%
[28] Cc1ccccc1NS(=O)(=O)c1cc(S(C)(=O)=O)ccc1C
  -2%	-17%	2%[46.1 µM]	-2%	4%	4%	1%	1	2%	10%	-2%
[29] COc1ccc(C(=O)N/N=C/c2ccccc2OC(=O)c2ccccc2)cc1
  0%	0%	-12%	1%	.	?	-4%	-3	-10%	?	3%
[30] O=c1cc(N2CCCCC2)c(-c2ccccc2)nn1Cc1c(Cl)cccc1Cl
  -2%	-43%	-5%	2%	3%	?	-4%	-14	-19%	?	3%
[31] O=C(CN1C(=O)NC(CCc2ccccc2)C1=O)Nc1ccccc1C(F)(F)F (centres undefined)
  8%	35%	0%	-1%	-4%	2%	-6%	-5	5%	-3%	.
[32] CCN1CCN(C(=O)c2ccc(Cl)c(S(=O)(=O)N(C)c3ccccc3)c2)CC1
  1%	6%	-8%	-11%	-1%	3%	-2%	-8	3%	15%	5%
[33] CCCCCC(=O)NNC(=S)NC(=O)c1cccc([N+](=O)[O-])c1
  -1%	-8%	-5%	8%	-13%	?	-1%	14	-1%	-7%	6%
[34] Cc1ccc(NC(=O)CNCc2ccccc2)cc1Br
  -5%	4%	4%	-3%	1%	?	0%	1	5%	?	-33%[inhibitor]
[35] COCCN(CC(=O)NCc1ccc(F)cc1)C(=O)CCC(=O)Nc1ccccn1
  -1%	-2%	-7%	1%	2%	0%	-1%	-4	2%	-2%	0%
[36] COc1ccc(C(=O)Nc2cccc(S(C)(=O)=O)c2)cc1OC
  2%	22%	2%	-9%	3%	0%	-1%	-5	-1%	12%	-4%
[37] Cc1ccc(S(=O)(=O)CCSc2nc(C)cc(C)c2C#N)cc1
  -4%	-62%[inhibitor]	11%	-28%	3%	-7%	0%	-9	-7%	-27%	9%
[38] COc1ccc(-c2cc(C(=O)N3CCN(c4cccc(C)c4C)CC3)c3ccccc3n2)cc1OC
  0%	-38%	1%	-41%	5%	-2%	-5%	3	27%	?	12%
[39] CC(/C=C/c1ccccc1F)=N\NC(=O)c1ccc(Cl)cc1
  -1%	9%	4%	-7%	6%[11.5 µM]	?	-9%	20	3%	16%	16%
[40] COc1ccc(-c2nnn(CC(=O)N(CCCN3CCOCC3)C(C(=O)NC3CCCC3)c3ccc(C)o3)n2)cc1 (centres undefined)
  3%	-44%	-1%	12%	-7%	-5%	1%	-3	-1%	-3%	15%
[41] CNC(=S)/N=C/NOCc1c(Cl)cccc1Cl
  -3%	-9%	0%	2%	-1%	?	-4%	-18	3%	?	-2%
[42] COC(=S)Nc1cccc(C(F)(F)F)c1
  -6%	2%	6%	8%	21%	-2%	-8%	21	-1%	0%	-10%

Screens from PubChem.
